RGS8-Gao reg: human RGS8-Galphao interaction regulation. P09471. multiplexed bead flow cytometry, RGS8-Galphao binding; actives lie on both sides. response (percent of control binding), % at 10 µM. hit rate 0.34% among 220,000. AID 1423; in the data active = response below about 60% or above about 140%; inactive = in between;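 note: Galphao activated as the GDP aluminium fluoride complex binding bead-coupled RGS8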
Bim-Bcl-W: disrupts Bim peptide binding to human Bcl-W; bead-based flow cytometry; hit rate 0.02% among 190,000; inhibition, % at 10 µM; Q92843;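 note: 0% = bound tracer without compound and 100% = peptide blocker; higher means less fluorescent Bim peptide bound to Bcl-W beads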
Target sequence (Q92843 whole entry, looked up): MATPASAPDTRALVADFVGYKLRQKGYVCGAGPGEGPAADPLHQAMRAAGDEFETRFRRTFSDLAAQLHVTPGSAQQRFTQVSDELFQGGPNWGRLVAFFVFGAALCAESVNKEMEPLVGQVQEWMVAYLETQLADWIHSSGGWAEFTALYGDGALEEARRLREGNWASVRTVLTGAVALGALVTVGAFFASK
RGS4-Gao reg: modulates binding of RGS4 to human Galphao | Multiplexed bead flow cytometry; actives lie on both sides | binding response (% of control), % at 10 µM | hit rate 0.33% among 220,000 | AID 1415; in the data active = binding response below about 49% or above about 150%; inactive = in between;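 note: fluorescent Galphao activated with aluminum fluoride binding bead-coupled RGS4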
Bfl-1 Bim block: human Bim-Bfl-1 interaction inhibition | hit rate 0.12% among 190,000 | Q16548 | inhibition, % at 10 µM | Bead-based flow cytometry, Bim-Bfl-1 binding inhibition;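 note: 0% = wells without compound plus tracer and 100% = blocker peptide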
GSH fluor: GSH bead compound fluorescence profile; GSH beads flow cytometry, compound fluorescence 488/530 nm; active compounds read high; fluorescence (KMESF) at 10 µM; hit rate 0.25% among 190,000; AID 1776; in the data active = fluorescence above about 89;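 note: glutathione beads carrying GST-tagged Bcl family fusion proteins plus one bare bead set; values are compound well signal with DMSO vehicle wells as background; inactives centre near 16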
ABCG2 block: blocks JC-1 efflux by human ABCG2 transporter; hit rate 0.1% among 190,000; inhibition, % at 6.6 µM; Q9UNQ0; AID 1325; IgMXP3 cells, flow cytometry;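 active = inhibition above 80%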;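 note: 0% = DMSO and 100% = nicardipine control wells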
Target sequence (Q9UNQ0 whole entry, looked up): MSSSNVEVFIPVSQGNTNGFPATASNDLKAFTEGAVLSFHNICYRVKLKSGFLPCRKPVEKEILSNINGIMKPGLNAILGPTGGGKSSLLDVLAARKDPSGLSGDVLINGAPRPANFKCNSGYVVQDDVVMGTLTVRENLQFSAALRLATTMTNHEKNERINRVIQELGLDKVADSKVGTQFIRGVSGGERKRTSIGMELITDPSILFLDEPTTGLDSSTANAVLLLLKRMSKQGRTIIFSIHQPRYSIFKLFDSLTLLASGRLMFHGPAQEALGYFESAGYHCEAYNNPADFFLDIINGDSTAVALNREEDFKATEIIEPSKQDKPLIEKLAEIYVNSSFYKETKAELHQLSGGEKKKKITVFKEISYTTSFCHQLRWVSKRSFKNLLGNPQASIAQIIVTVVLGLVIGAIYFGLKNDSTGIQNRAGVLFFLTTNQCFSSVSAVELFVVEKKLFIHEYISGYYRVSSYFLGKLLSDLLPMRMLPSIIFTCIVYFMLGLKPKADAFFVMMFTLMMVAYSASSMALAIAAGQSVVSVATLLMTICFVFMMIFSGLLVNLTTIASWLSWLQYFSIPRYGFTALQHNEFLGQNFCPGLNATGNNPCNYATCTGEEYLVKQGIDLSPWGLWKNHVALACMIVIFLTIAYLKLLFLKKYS
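Read-out basis: Efflux inhibition in percent versus controls | Test system: ABCG2 IgMXP3 and barcoded ABCB1 CCRF-Adr cell mix | Quantity: 3 million cells/mL in well | Schedule: 10 min at 25 °C | Control set: Nicardipine as high control, DMSO as low control | Reagent: JC-1 as fluorescent efflux pump substrate | Signal: Flow cytometry of retained JC-1 fluorescence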
ABCB1 inh: blocks JC-1 efflux by human ABCB1 transporter; CCRF-Adr cells, flow cytometry; inhibition, % at 6.6 µM; hit rate 0.067% among 190,000; in the data active = inhibition above about 40%;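 note: 0% = vehicle and 100% = reference inhibitor; higher value means more JC-1 retained so stronger ABCB1 efflux block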
Bcl-XL Bim block: inhibitors of Bim-Bcl-XL interaction, human. Bim peptide-Bcl-XL binding, bead flow cytometry, fluorescence. inhibition, % at 10 µM. Q07817. hit rate 0.04% among 190,000
Target sequence (Q07817 whole entry, looked up): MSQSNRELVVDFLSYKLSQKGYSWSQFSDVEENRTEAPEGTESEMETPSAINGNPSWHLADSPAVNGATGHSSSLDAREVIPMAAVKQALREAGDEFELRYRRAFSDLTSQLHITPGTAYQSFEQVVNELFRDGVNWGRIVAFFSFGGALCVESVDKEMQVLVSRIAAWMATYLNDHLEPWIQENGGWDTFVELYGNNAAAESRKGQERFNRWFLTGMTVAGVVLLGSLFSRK
Bcl-2 Bim block: human Bim-Bcl-2 interaction inhibition; hit rate 0.06% among 190,000; inhibition, % at 10 µM; P10415; AID 950; Bead-based flow cytometry, Bim peptide-Bcl-2 binding; in the data active = inhibition above about 40%; inconclusive = no clear call, values can overlap the other calls;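 note: 0% = no compound wells with probe peptide and 100% = reference peptide inhibitor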
RGS7-Gao reg: modulates binding of RGS7 to human Galphao | P09471 | Multiplexed bead flow cytometry; actives lie on both sides | binding response (% of control), % at 10 µM | hit rate 0.35% among 220,000; in the data active = binding response below about 49% or above about 150%; inconclusive = no clear call, values can overlap the other calls; inactive = in between;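 note: fluorescent Galphao held in activated GDP-AlF4 state binding bead-coupled RGS7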
Bcl-B Bim block: human Bim-Bcl-B interaction inhibition. inhibition, % at 10 µM. bead-based flow cytometry, Bim peptide-Bcl-B binding. hit rate 0.073% among 190,000. Q9HD36;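 note: 0% = tracer peptide without compound and 100% = reference inhibitor peptide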
* = called active by the depositor; ? = inconclusive. Cut-off read from the data, not from the text of the source, unless noted: active = inhibition above about 40%. Compounds as they come (roughly 1.1% active in at least one column).

RGS8-Gao reg	Bim-Bcl-W	RGS4-Gao reg	Bfl-1 Bim block	GSH fluor	ABCG2 block	ABCB1 inh	Bcl-XL Bim block	Bcl-2 Bim block	RGS7-Gao reg	Bcl-B Bim block	SMILES
103	-2	105	-3	17	1	0.6	-3	-5	107	-6	O=C(O)c1cn(-c2ccc(N3CCCC3)c(F)c2)c2c(F)c(F)c(F)cc2c1=O
103	0	110	-1	7	3	0.4	0	0	109	2	C=CCOC(=O)Nc1c(C(=O)OC)[nH]c2ccccc12
98	-1	97	0	15	1	0.4	-3	0	98	0	Cn1c(=O)n(C)c2cc([N+](=O)[O-])c(N3CCN(C(=O)c4ccccc4Cl)CC3)cc21
99	-4	92	-9	15	22	0.6	-3	-9	99	-8	O=C(COC(=O)Cc1c(Cl)cccc1Cl)NCCC1=CCCCC1
105	1	99	0	25	1	1.6	0	0	100	0	COC(=O)c1c(C)oc2ccc(N(C(=O)c3ccncc3)S(=O)(=O)c3ccc(C)cc3)cc12
99	2	100	-12	37	1	-0.3	0	-10	99	-1	Cc1ccc(CNC(=O)CCOc2ccc(C(C)(C)C)cc2)cc1
102	0	100	-1	21	10	10	-3	0	102	-3	CCCn1nnc(NC(=O)c2ccc3ccccc3c2)n1
103	-1	100	-8	19	1	0.5	-2	-4	95	-3	CCO[C@H]1OC(C(N)=O)=C[C@@H](C)[C@@H]1CCCO
100	-1	100	-4	10	1	0.4	-1	-5	100	-4	COc1ccccc1N1CCN(C(=O)CN2C(=O)C3CCCCC3C2=O)CC1 (stereo not given)
116	-2	108	-16	33	4	3.7	-10	-8	102	-9	CCOC(=O)N1CCN(S(=O)(=O)c2ccc(OC)c3ccccc23)CC1
101	0	100	-7	58	6	1.1	-3	-4	102	-10	O=c1[nH]c2cc3c(cc2cc1CN(Cc1ccco1)C(=S)NCC1CCCO1)OCCO3 (stereo not given)
103	-3	104	-2	6	1	0.4	-7	-3	102	-8	O=C(CCc1ccccc1)NNC(=O)c1ccccc1C(=O)O
104	-8	106	-7	14	4	0.3	-10	-8	103	-9	Cc1ccc(C2CC(c3ccc(C)cc3)n3nc(N)nc3N2)cc1 (stereo not given)
100	-1	102	1	7	1	1.3	0	2	103	-1	CS(=O)(=O)N(CC(=O)NC1CC1)C1CCCCC1
102	-1	105	-13	29	1	0.0	-8	-8	101	-11	CC(C)c1ccc(N(CC(=O)O)S(=O)(=O)c2cccnc2)cc1
98	1	100	1	23	4	0.6	-3	-2	96	-5	O=c1c2c(-c3cccs3)csc2ncn1/N=C/c1ccc(OC(F)F)cc1
103	0	100	3	9	1	0.2	0	-2	103	-26	Cc1cc(C)c(NC(=S)N(CCN2CCCCC2)Cc2ccco2)c(C)c1
97	9	103	30	9	-6	-1.2	-4	1	102	-20	CCOC(=O)c1c(NC(C)=O)sc2c(O)c(Br)cc(Br)c12
108	0	108	-1	63	2	0.4	-1	0	108	-2	Cc1c(C(=O)NCCn2ccc3ccccc32)cccc1[N+](=O)[O-]
100	0	100	-2	11	2	0.2	0	5	96	0	Cc1ccc(C(=O)N2C3=C(CCCC3)C(=O)NC23CCCCC3)cc1
100	-4	102	-6	26	2	0.8	0	-2	104	-3	NC(=O)c1nsc(C(=O)N(CC(=O)NC2CCCC2)Cc2ccc3c(c2)OCO3)c1N
102	-5	97	-7	13	37	-0.1	-2	-7	97	-4	CC(C)Cn1nc(C(=O)OCC(=O)NCC(F)(F)F)c2ccccc2c1=O
103	-3	106	-1	13	7	1.8	-2	-2	104	-2	Cc1cccc(-c2c3c(=O)n(C)c(=O)n(C)c3cn2C2CCCCC2)c1
99	0	89	1	24	3	1.4	-1	1	99	-2	Cc1ccc2[nH]c(=O)c(C(c3nnnn3C3CCCC3)N(Cc3cccnc3)Cc3ccco3)cc2c1 (stereo not given)
101	0	103	-12	55	0	0.3	-5	-5	105	-4	COC(=O)Oc1cncc(C(=O)O)c1
104	-1	101	0	10	5	0.4	-3	0	107	0	CC(=O)c1cc(C#N)c(SCC(=O)Nc2nccs2)nc1C
106	-1	107	-1	6	4	0.5	-3	2	109	-4	CCCCNC(=O)C(Sc1ccccc1)c1ccccc1 (stereo not given)
101	-1	103	-5	15	0	-0.1	-2	-1	103	-2	CCCc1[nH]nc2c1C1(C(=O)N(CC)c3ccccc31)C(C#N)=C(N)O2 (stereo not given)
88	3	99	-1	22	1	0.2	0	0	95	-3	CCOC(=O)c1ccc2c(c1)n(CC)c(C)[n+]2CC
99	2	98	-13	32	1	0.1	10	-9	98	-7	CCNC(=O)CC(=O)Nc1ccccc1C(=O)O
101	-5	103	-9	19	0	0.2	-8	-3	104	1	O=C1CC(C(=O)Nc2ccccc2)S/C(=N\N=C\c2ccco2)N1 (stereo not given)
108	2	104	0	21	0	-0.1	1	3	102	1	O=C(N/N=C/c1ccccc1C(=O)O)c1cc(-c2ccc3c4c(cccc24)CC3)n[nH]1

Arranged by the number under Bcl-XL Bim block (smallest number first): five from the list above
Structure,RGS8-Gao reg,Bim-Bcl-W,RGS4-Gao reg,Bfl-1 Bim block,GSH fluor,ABCG2 block,ABCB1 inh,Bcl-XL Bim block,Bcl-2 Bim block,RGS7-Gao reg,Bcl-B Bim block
O=C1CC(C(=O)Nc2ccccc2)S/C(=N\N=C\c2ccco2)N1 (stereo not given),101,-5,103,-9,19,0,0.2,-8,-3,104,1
CCCCNC(=O)C(Sc1ccccc1)c1ccccc1 (stereo not given),106,-1,107,-1,6,4,0.5,-3,2,109,-4
CCCc1[nH]nc2c1C1(C(=O)N(CC)c3ccccc31)C(C#N)=C(N)O2 (stereo not given),101,-1,103,-5,15,0,-0.1,-2,-1,103,-2
CCOC(=O)c1ccc2c(c1)n(CC)c(C)[n+]2CC,88,3,99,-1,22,1,0.2,0,0,95,-3
CCNC(=O)CC(=O)Nc1ccccc1C(=O)O,99,2,98,-13,32,1,0.1,10,-9,98,-7

Next part.
RGS8-Gao reg	Bim-Bcl-W	RGS4-Gao reg	Bfl-1 Bim block	GSH fluor	ABCG2 block	ABCB1 inh	Bcl-XL Bim block	Bcl-2 Bim block	RGS7-Gao reg	Bcl-B Bim block	SMILES
100	-8	101	-4	16	6	1.0	-10	-6	106	-13	COc1cccc(NC(=O)CSc2nnc(Cn3c(=O)sc4ccccc43)n2C)c1
100	-3	97	6	13	3	2.2	1	2	105	0	CCS(=O)(=O)Nc1cccc(C2=NN(S(=O)(=O)c3ccc(C)cc3)C(c3ccco3)C2)c1 (stereo not given)
99	-3	96	-2	12	1	0.2	-3	0	99	-2	O=c1[nH]c2cc(Cl)ccc2n(CCNc2ncc(C(F)(F)F)cc2Cl)c1=O
78	1	96	2	10	-2	0.2	-2	1	98	0	N#CCc1ccc(NS(=O)(=O)c2ccc(C3CCCCC3)cc2)cc1
100	-1	97	-4	15	19	0.5	1	-3	?	-2	Cc1sc2nc(CSc3ncn[nH]3)[nH]c(=O)c2c1C
100	0	100	-4	20	2	1.0	-4	0	101	-5	O=C(NCc1ccco1)/C(=C\c1cccs1)NC(=O)c1cccs1
100	-2	98	3	11	0	1.1	-6	-3	101	-5	Cc1cc(-c2csc(NC(=O)c3ccc(C#N)cc3)n2)c(C)n1Cc1ccco1
104	-2	103	1	23	1	0.3	-3	0	103	2	COc1ccc(NC(C)=O)cc1NC(=O)CSc1nnc(-c2ccc(F)cc2)n1N
83	2	94	2	29	5	3.1	1	2	96	-1	CCOC(=O)CNC(=O)c1cccs1
99	-5	103	-11	16	15	1.1	-5	-5	98	-8	CCOc1cc(NC(=S)NCC(C)C)c(OCC)cc1NC(=O)c1ccco1
99	0	98	-15	29	12	0.8	-6	-4	99	-9	Cc1cc(C(F)(F)F)nc(SCC(=O)Nc2ccccc2)n1
100	-1	100	-4	9	1	-0.1	-8	-5	101	-4	COc1ccc(NS(=O)(=O)c2ccc(NC(=S)NC(=O)c3cccc(F)c3)cc2)nn1
102	0	104	-1	14	-1	-0.3	0	0	103	-6	O=C(O)COc1ccc(/C=N/NC(=O)COc2nsnc2N2CCOCC2)cc1
98	-1	96	-1	5	5	0.4	-4	-4	94	-3	COc1ccc2cc(/C(C)=N/NC(=O)c3cc(-c4cccnc4)nc4ccccc34)ccc2c1
103	-1	98	-2	11	3	0.5	-2	-2	101	-5	Cc1ccc(NC(=O)c2ncn[nH]2)cc1
104	0	102	0	9	0	0.0	-5	-2	101	-5	Cn1cc(CNC(=O)/C=C/c2ccc(Cl)cc2)cn1
79	-4	68	-18	25	11	1.6	-3	-8	67	-4	CCCOc1ccc(C2NC(=O)NC2=O)cc1 (stereo not given)
101	10	103	-5	6	0	-0.3	0	-2	102	-5	Cc1nc2scc(-c3ccccc3)c2c(=O)n1/N=C/c1ccco1
102	-5	102	-8	16	1	0.4	-7	-3	99	-4	Cc1cccc(NC(=O)CS(=O)(=O)c2cn(C)c3ccccc23)c1
102	0	100	0	12	9	1.7	-1	-7	102	-5	Cc1ccc(C)c(NC(=O)c2cnc3n(c2=O)CCS3)c1
97	-1	98	-15	33	-4	0.2	-6	-4	95	-5	COCc1nnc(NS(=O)(=O)c2ccc(Br)cc2)s1
104	-3	100	-2	12	-3	-0.1	-6	-3	100	-6	COc1ccc(/C=C(\NC(=O)c2ccc(OCC(C)C)cc2)C(=O)OCc2ccco2)cc1
99	-2	101	0	17	0	0.0	-4	0	101	-5	CCC(CC)c1nnc(NC(=O)CS(=O)(=O)Cc2ccccc2)s1
100	-1	101	-2	15	13	0.6	0	-3	?	-2	COC(=O)CN1C(=S)N(c2ccc(F)cc2)C(=O)C1CC(=O)Nc1ccccc1 (stereo not given)
101	5	98	5	34	3	0.5	3	4	102	0	Cc1nn(Cc2ccc(Cl)cc2Cl)c(C)c1NC(=O)CCl
109	-2	101	0	14	-2	-0.5	-4	-5	97	-3	COc1ccc(CN2CCN(Cc3nc4ccccc4s3)CC2CCO)c(C)c1C (stereo not given)
100	-1	102	-1	36	-2	-0.6	-12	-6	97	-10	Cc1ccc(NCCC(=O)c2cccc([N+](=O)[O-])c2)c(C)c1
104	-3	108	-20	36	28	-0.1	-10	-10	107	-11	COC(=O)c1ccccc1N(C)S(C)(=O)=O
92	-1	80	-3	32	2	-0.2	-12	-3	80	-2	Cc1noc(NS(=O)(=O)c2ccc(N/C=C/C(=O)c3cccnc3)cc2)c1C
104	-1	110	-2	11	4	0.2	0	0	110	-4	CC(=O)Nc1ccc(NC(=O)C(C)OC(=O)/C=C/c2cccs2)cc1 (stereo not given)
100	-1	104	-1	28	1	0.3	-3	-1	102	-2	CCOC(=O)C1CCN(c2cc(=O)n(-c3ccccc3Cl)c(=O)[nH]2)CC1
100	-7	102	-2	23	2	-0.1	-3	-1	99	-7	CCC(=O)NC(=S)Nc1cccc(NC(=O)CC)c1
99	-2	102	0	21	5	2.6	-5	0	100	0	COc1ccccc1N(C)S(=O)(=O)c1ccc(C(=O)OCC(=O)NCc2ccco2)cc1
101	-1	99	-10	4	2	0.3	-1	-7	101	-5	O=C(Cn1nc(C(F)(F)F)c2c1CCCC2)NCc1ccco1

Screens: PubChem, NMMLSC
